# Screens (PubChem)
# LGR2 inh – blocks bursicon-induced cAMP signaling via Drosophila LGR2; HEK293 LGR2, CRE-luciferase, bursicon-stimulated, 4 h; inhibition, % at 9.99 µM; 0.35% of 380,000 active;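 active = drop in luminescence signal, shown as inhibition above about 50% in the replicate tests, limit read from the data, passing the limit was not always enough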;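 also: agonist challenge used bursicon conditioned medium at about half maximal strength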
# C2C12 statin – protects C2C12 myotubes from simvastatin toxicity. ATP luminescence, 48 h; scaled: DMSO 0, geranylgeraniol control 100. rescue of ATP level, % at 7.49 µM. 0.78% of 330,000 active;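 active = mean ATP rescue above about 67%, or every replicate alone reaching that limit, limit read from the data, passing the limit was not always enough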;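 also: myotubes were challenged with 10 µM simvastatin during compound exposure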
# PAX8 reporter – inhibitors of PAX8 transcriptional activity in RMG-I cells; RMG-I TPO-luciferase reporter, SteadyGlo, 24 h; inhibition, % at 12.6 µM; 1.2% of 360,000 active;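 active = mean replicate inhibition at least 60% with every replicate also reaching 60%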;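 also: luciferase light reporting Pax8 driven TPO promoter activity; plate controls were median of neutral control wells for no effect and mitoxantrone controls for full effect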
# GSIS activator – primary screen for activators of insulin secretion dependent on glucose, INS-1E cells, GLuc reporter luminescence | INS-1E GLuc reporter insulin secretion, 2-3 h | activation, % at 16.6 µM | 0.61% of 370,000 active | AID 743287;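 active = lowest replicate activation of at least 40%, so every replicate reaches that level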;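 also: 0% = median of neutral control wells and 100% = median of IBMX positive control wells; some compounds called inactive have numbers as strong as hits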
# Cneo AK release – causes C. neoformans cell lysis. adenylate kinase release luminescence, 4 h; normalised: neutral wells 0, clomiphene wells 100. 0.2% of 360,000 active. lysis activity, % at 15 µM;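 active = mean lysis activity across replicates of at least 80%, whatever share of replicates individually reach that level; inactive = mean lysis activity below 80%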
#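 Assay system: log-phase C. neoformans yeast / Quantity: yeast cell density of 5 × 10^6 cells/mL / Medium: fresh YPD growth medium / Compound: single dose / Timing: static 4 h at 37 °C with compound, 1 h detection / Measured by: adenylate kinase release luminescence / Read-out: lysis from increased AK signal / Benchmarks: Clomiphene as positive lysis control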
# PGC1a acetyl inh – lowers PGC1a acetylation signal in U2OS cells; AlphaScreen anti-acetyl-lysine; with virally co-expressed GCN5 acetyltransferase; inhibition, % at 15.6 µM; 0.17% of 350,000 active; AID 651687;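 active = every replicate shows inhibition of at least 40%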;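 also: 0% = neutral control wells and 100% = positive control wells; some results beyond the cut were filed as inactive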
# ARNT TACC3 PPI – ARNT/TACC3 interaction disruption. inhibition, % at 9.99 µM. AlphaScreen His-ARNT PAS-B/GST-TACC3 binding, luminescence; TACC3 fragment carries E629A point mutation. 0.66% of 390,000 active;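 active = mean inhibition of replicates at least 50% and at least half of replicates each reaching 50%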;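 also: 0% = complete ARNT plus TACC3 wells and 100% = ARNT alone without TACC3; many hits fall short of the cut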
# PglD inh – inhibitors of Campylobacter jejuni PglD acetyltransferase. AID 602405. inhibition, % at 12.5 µM. purified PglD enzyme, DTNB colorimetric CoA detection. 0.098% of 360,000 active; in the data active = inhibition above about 16%, passing the limit was not always enough; also: strong numbers were not always called active
# Numbers without * were called inactive; . = not tested or not shown.
# Short forms: A = LGR2 inh; B = C2C12 statin; C = PAX8 reporter; D = GSIS activator; E = Cneo AK release; F = PGC1a acetyl inh; G = ARNT TACC3 PPI; H = PglD inh
COC(=O)[C@H](C)NC(=O)NCCC1=CCCCC1
  A: -1	B: .	C: -10	D: -4	E: .	F: .	G: 4	H: .

OC(c1cc(Cl)cc(Cl)c1)c1ncc(-c2cccc(F)c2)[nH]1 (configuration not stated)
  A: 7	B: 2	C: -13	D: -10	E: -1	F: -10	G: .	H: -4

COCC(=O)Nc1ccc2c(c1)OC[C@H](C)N(C(=O)Cc1ccccn1)C[C@H](C)[C@@H](OC)CN(C)C2=O
  A: -1	B: 10	C: .	D: -1	E: 7	F: 11	G: 30	H: -1

O=C(NCCc1nc2ccccc2[nH]1)c1ccc(Br)o1
  A: 16	B: 5	C: -4	D: 3	E: 0	F: .	G: -2	H: 1

COC(=O)c1ccc(CN2CC(=O)N3[C@H](CO)[C@H](c4ccc(-c5ccccc5F)cc4)[C@@H]3C2)cc1
  A: -1	B: .	C: -13	D: 6	E: .	F: 6	G: .	H: .

O=c1[nH]c2ccc(Cl)cc2[nH]1
  A: 0	B: 2	C: -3	D: -6	E: 2	F: 3	G: -2	H: 6

CC1CCCN(S(=O)(=O)c2cccc(C(=O)NCC3CCCO3)c2)C1 (configuration not stated)
  A: -12	B: 0	C: 16	D: .	E: 0	F: .	G: -4	H: 2

CCOC(=O)C(NCc1ccc2c(c1)OCO2)(NC(=O)c1ccccc1)C(F)(F)F (configuration not stated)
  A: .	B: 5	C: 5	D: .	E: 2	F: 0	G: -3	H: 0

COCC#Cc1ccc2c(c1)O[C@H](CN(C)C(=O)C1CCOCC1)[C@H](C)CN([C@H](C)CO)S2(=O)=O
  A: -14	B: -12	C: .	D: 11	E: -4	F: 8	G: -2	H: 2

Cc1ccc(S(=O)(=O)N(C)c2ccc(OC(=O)CN3C(=O)NC4(CCCC4)C3=O)cc2)cc1
  A: 9	B: 7	C: -3	D: -33	E: 1	F: .	G: 0	H: 0

Cn1nc(-c2ccccc2)c(CN2CCN(c3ncccn3)CC2)c1Cl
  A: 17	B: .	C: 1	D: 18	E: .	F: .	G: 2	H: .

CCN(CC)S(=O)(=O)c1ccc(N2CCN(CCOc3ccc(OC)cc3)CC2)nc1
  A: 10	B: -1	C: 28	D: -28	E: 3	F: -5	G: -2	H: -1

[N-]=C=C1C(=O)NC(=O)C([n+]2ccc(-c3ccncc3)cc2)C1c1ccccc1C(F)(F)F (configuration not stated)
  A: -4	B: .	C: -14	D: .	E: -2	F: -3	G: 7	H: 9

CCOc1ccccc1NCc1cc(=O)oc2cc(C)c(O)cc12
  A: -3	B: 6	C: 24	D: -8	E: 8	F: 6	G: -3	H: -3

COCC(=O)NC[C@H]1N[C@H](CO)[C@@H]1c1ccc(C2=CCCC2)cc1
  A: 14	B: -20	C: -9	D: 0	E: 108*	F: 1	G: -3	H: 2

COc1ccc(-c2nc(C#N)c(N3CCN(c4cccc(Cl)c4)CC3)o2)cc1OC
  A: .	B: 27	C: .	D: .	E: -5	F: 3	G: -7	H: 2

COc1ccc(S(=O)(=O)N(C)C[C@H]2Oc3ccc(NC(=O)Nc4ccc(F)cc4)cc3CC(=O)N([C@H](C)CO)C[C@@H]2C)cc1
  A: 14	B: -21	C: 11	D: 1	E: 1	F: -3	G: 3	H: 0

O=C(N/C=C/c1ccccc1)c1ccccc1
  A: -92	B: .	C: -127	D: .	E: -5	F: -8	G: 2	H: -3

O=C(C[C@H]1CC[C@@H]2[C@H](COC[C@@H](O)CN2C(=O)c2ccccc2F)O1)NCc1ccc(F)cc1
  A: -2	B: 0	C: -10	D: -3	E: 1	F: 5	G: -4	H: -4

C[C@H]1CN([C@@H](C)CO)C(=O)Cc2cc(NS(=O)(=O)c3ccc(F)cc3)ccc2O[C@@H]1CN(C)Cc1ccccc1
  A: 15	B: 26	C: -3	D: -21	E: 2	F: -5	G: .	H: 2

C#CCOCCOCCOCCNc1nc(N2CCN(C(=O)C([C@@H](C)O)n3cc([C@@H](N)CCCCN)nn3)CC2)nc(N2CCN(C(=O)C([C@@H](C)O)n3cc([C@@H](N)CCCCN)nn3)CC2)n1 (some centres not stated)
  A: 17	B: 3	C: -8	D: .	E: -1	F: 2	G: 60*	H: -1

CCOc1ccc(N(CC(=O)OC)S(=O)(=O)c2c(C)noc2C)cc1
  A: -2	B: -4	C: -7	D: -3	E: -1	F: 0	G: .	H: -5

COc1cc(CCCN2CCNC[C@@H]2c2ccccc2)cc(OC)c1OC
  A: -15	B: -3	C: -14	D: -6	E: -3	F: .	G: 12	H: 3

Cc1ccc(CNCc2ccc3c(c2)OCO3)c(C)c1
  A: 3	B: 11	C: 8	D: 23	E: 2	F: .	G: 5	H: 4

CCC(CC)NC(=O)CO/N=C/c1ccccc1OC(F)F
  A: -2	B: 4	C: 15	D: 11	E: 2	F: .	G: 0	H: 0

# The list continues.
# Short forms: A = LGR2 inh; B = C2C12 statin; C = PAX8 reporter; D = GSIS activator; E = Cneo AK release; F = PGC1a acetyl inh; G = ARNT TACC3 PPI; H = PglD inh
CCc1ccc(/C=N/Nc2ncnc3nc[nH]c23)cc1
  A: -13	B: -3	C: -39	D: 19	E: .	F: -3	G: 31	H: .

CCOC(=O)c1sc(NC(=O)C(C)Sc2nc(N)cc(=O)[nH]2)nc1C (configuration not stated)
  A: -25	B: 4	C: 7	D: 20	E: .	F: 0	G: -4	H: .

Cn1cc(Cl)c(C(=O)OCC(=O)Nc2nc(-c3ccc(Br)cc3)cs2)n1
  A: .	B: -5	C: -166	D: -25	E: -2	F: 3	G: -6	H: 5

Cc1ccccc1S(=O)(=O)N1CCCCN2[C@H](CO)[C@@H](c3ccc(-c4cccnc4)cc3)[C@@H]2C1
  A: 8	B: 0	C: -3	D: -2	E: -10	F: -11	G: 9	H: 1

CCCCN(C)CCCNC(=O)CN1C(=O)CSc2ccc(S(=O)(=O)N3CCOCC3)cc21
  A: 10	B: 3	C: -17	D: -3	E: -1	F: .	G: 13	H: 5

c1cc2c(cc1C1CCCN1)OCCCO2 (configuration not stated)
  A: .	B: .	C: .	D: .	E: 0	F: -5	G: -12	H: 1

CCC(C)(C(=O)NC1CCCCC1)N(C(=O)CNC(=O)c1ccccc1)c1c(C)n(C)n(-c2ccccc2)c1=O (configuration not stated)
  A: -6	B: .	C: 20	D: -7	E: .	F: -8	G: -5	H: .

COc1ccccc1NC(=O)NC1CCS(=O)(=O)C1 (configuration not stated)
  A: 15	B: -3	C: 10	D: 11	E: 1	F: .	G: -2	H: 6

COc1ccccc1C(=O)NCC(=O)NC1CCCc2ccccc21 (configuration not stated)
  A: 23	B: .	C: 6	D: 6	E: .	F: -8	G: -2	H: .

Clc1ccc(-c2nc(NCCCN3CCOCC3)c3ccccc3n2)cc1
  A: 16	B: .	C: 8	D: -22	E: 2	F: -7	G: 16	H: -1

CC(C)NC(=O)C1(C)CCN1C(=O)C(c1ccccc1)c1ccccc1 (configuration not stated)
  A: -2	B: 12	C: 4	D: -14	E: 0	F: 1	G: .	H: -1

CC(OC(=O)CCCc1nc2ccccc2s1)C(N)=O (configuration not stated)
  A: 15	B: -2	C: .	D: 9	E: 2	F: 11	G: .	H: -4

O=C(N[C@@H]1C=C[C@H](CC(=O)N2CCc3ccccc3C2)O[C@H]1CO)C1CC1
  A: -5	B: -1	C: -13	D: -6	E: 4	F: 6	G: 7	H: 3

CO[C@@H]1CN(C)C(=O)c2cc(NS(=O)(=O)CC(F)(F)F)ccc2OC[C@H](C)N(CC2CCCCC2)C[C@H]1C
  A: 10	B: 9	C: -2	D: -17	E: 0	F: -1	G: .	H: .

Cc1ccccc1CNS(=O)(=O)c1ccc2c(c1)OCCO2
  A: 1	B: 47	C: .	D: 34	E: 0	F: 3	G: -4	H: -1

Cc1cc(NC(=O)C2C3C(=O)N(CC4CCCO4)C(C(=O)NC(C)(C)C)C34C=CC2(C)O4)no1 (configuration not stated)
  A: -27	B: -9	C: 7	D: 0	E: 2	F: 1	G: -1	H: -1

C[C@@H]1CN([C@H](C)CO)C(=O)Cc2cc(NC(=O)Nc3cccc4ccccc34)ccc2O[C@H]1CN(C)S(=O)(=O)c1cccs1
  A: 3	B: 39	C: 30	D: -3	E: 0	F: 5	G: .	H: -1

O=C(O)C1C2CCC(O2)C1C(=O)NCCC1=CCCCC1 (configuration not stated)
  A: .	B: 24	C: .	D: .	E: 0	F: -6	G: -3	H: -3

O=C(CSc1nnnn1-c1ccc(O)cc1)c1cc2ccccc2o1
  A: -14	B: 22	C: 6	D: -1	E: .	F: -2	G: -3	H: .

CC1=Nc2ccccc2/C1=C/c1sc(=O)n(CC(=O)N2CCCC2)c1O
  A: .	B: 7	C: .	D: -16	E: 7	F: 1	G: -17	H: 3

Cc1ccc(S(=O)(=O)N2C(=O)C(C)SC2=Nc2ccccc2)cc1 (configuration not stated)
  A: 10	B: .	C: -1	D: 12	E: 6	F: 1	G: -20	H: 6

O=S(=O)(c1cc(Cl)ccc1Cl)N1CCC2(CC1)OCCO2
  A: -8	B: -2	C: -2	D: 5	E: 0	F: -1	G: -6	H: -2

COc1ccc(N2C(=O)C(Cl)=C(N(CCO)Cc3ccccc3)C2=O)cc1
  A: .	B: 5	C: 18	D: -4	E: -10	F: 2	G: 3	H: -5

Clc1ccc(-n2nnnc2-c2cnc3ccc(Cl)cc3c2-c2ccccc2)cc1
  A: .	B: -9	C: 34	D: 3	E: .	F: -5	G: -6	H: .

Cc1ccc(S(=O)(=O)N(C)C[C@@H]2Oc3ccc(NC(=O)CCC(F)(F)F)cc3CC(=O)N([C@H](C)CO)C[C@H]2C)cc1
  A: 11	B: 5	C: 6	D: 7	E: 1	F: 4	G: 2	H: -1

# Some values from the results shown:
# ARNT TACC3 PPI, c1cc2c(cc1C1CCCN1)OCCCO2 (configuration not stated) stands at -12
# ARNT TACC3 PPI, Cc1ccc(CNCc2ccc3c(c2)OCO3)c(C)c1 stands at 5
# ARNT TACC3 PPI, Cn1cc(Cl)c(C(=O)OCC(=O)Nc2nc(-c3ccc(Br)cc3)cs2)n1 stands at -6

# (continued)
# Short forms: A = LGR2 inh; B = C2C12 statin; C = PAX8 reporter; D = GSIS activator; E = Cneo AK release; F = PGC1a acetyl inh; G = ARNT TACC3 PPI; H = PglD inh
COC(=O)c1cc(NC(=O)Cc2ccc(OC)c(OC)c2)cc(C(=O)OC)c1
  A: 27	B: 10	C: .	D: 3	E: -1	F: -1	G: 0	H: -2

CCN(CC)S(=O)(=O)c1ccc(C)c(NC(=O)COC(=O)CN2C(=O)NC(C)(C)C2=O)c1
  A: 26	B: 17	C: -4	D: 7	E: 5	F: 1	G: 1	H: 3

CCNC(=O)C[C@H]1CC[C@@H]2[C@@H](COc3ccc(NC(=O)Nc4ccc(Cl)cc4)cc3C(=O)N2C)O1
  A: -7	B: 19	C: 2	D: 2	E: 4	F: -9	G: -6	H: 1

COc1cccc(CN2C[C@]34C=C[C@@H](C[C@@H]3S2(=O)=O)O4)c1
  A: 13	B: -9	C: -15	D: 20	E: -11	F: .	G: -3	H: -3

Cc1cc(C(F)F)nn1CC(=O)NCc1ccc(Cl)cc1Cl
  A: .	B: 4	C: -19	D: -25	E: 0	F: 8	G: 33	H: 1

O=C(CSc1ncccn1)NCCc1ccccc1
  A: .	B: 32	C: 5	D: .	E: -1	F: -2	G: -4	H: 6

COc1ccc(S(=O)(=O)Nc2ccc3cn[nH]c3c2)cc1C
  A: 22	B: .	C: 13	D: 2	E: .	F: -2	G: 2	H: .

CCCC1=NN2C(=N)/C(=C\c3ccc(OCCOc4ccc(NC(C)=O)cc4)c(OC)c3)C(=O)N=C2S1
  A: 0	B: 13	C: 29	D: 21	E: 1	F: 7	G: 3	H: -4

CCCC#Cc1ccc([C@@H]2[C@@H](CO)N3CCCCN(Cc4cccnc4)C[C@H]23)cc1
  A: 10	B: 29	C: -9	D: 8	E: 4	F: 6	G: 7	H: 5
